GALK inhibitor: inhibits human galactokinase | AID 1347072 | Potency, µM (highest dose often 57.5 µM), for inactives: at the top dose activity, negative = inhibition, usual class: inhibitors | P51570 | 44,000 tested, under 10 active | recombinant GALK, Kinase-Glo ATP luminescence, 1 h;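 also: plate controls were full GALK reaction for no effect and reaction lacking GALK for full effect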
Target sequence (P51570 whole entry, looked up): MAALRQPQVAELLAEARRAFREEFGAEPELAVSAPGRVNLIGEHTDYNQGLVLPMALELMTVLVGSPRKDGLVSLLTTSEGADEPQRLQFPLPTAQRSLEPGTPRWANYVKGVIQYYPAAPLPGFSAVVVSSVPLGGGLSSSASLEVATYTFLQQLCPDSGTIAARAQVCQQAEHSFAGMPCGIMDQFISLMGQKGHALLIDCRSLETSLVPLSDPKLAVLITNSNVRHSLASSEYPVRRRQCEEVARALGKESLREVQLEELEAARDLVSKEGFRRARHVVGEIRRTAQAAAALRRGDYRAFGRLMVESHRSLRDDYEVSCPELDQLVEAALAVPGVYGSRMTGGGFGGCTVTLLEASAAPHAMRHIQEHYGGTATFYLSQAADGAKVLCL
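Compounds were pinned into ATP buffer, then GALK-galactose mix was added (final 5 nM enzyme, 35 uM ATP, 100 uM galactose, pH 8.0). After 1 h at room temperature, Kinase-Glo Plus was added and luminescence read.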
NTMT1 inhibitor: blocks human N-terminal methyltransferase 1 activity | NTMT1 MTase-Glo SAH luminescence, purified enzyme | AID 1645870 | Q9BV86 | Potency, µM (titrated, usually from 114 µM), for inactives: top-dose activity change, negative = inhibition, hits mostly inhibitors | 2.5% of 59,000 active;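 also: potency is read from the fitted curve at half-maximal effect; plate controls were DMSO vehicle for no effect and no enzyme for full effect; nearly all actives have a fitted effect of over 65% in size; many of its hits are not listed in these tables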
Target sequence (Q9BV86 whole entry, looked up): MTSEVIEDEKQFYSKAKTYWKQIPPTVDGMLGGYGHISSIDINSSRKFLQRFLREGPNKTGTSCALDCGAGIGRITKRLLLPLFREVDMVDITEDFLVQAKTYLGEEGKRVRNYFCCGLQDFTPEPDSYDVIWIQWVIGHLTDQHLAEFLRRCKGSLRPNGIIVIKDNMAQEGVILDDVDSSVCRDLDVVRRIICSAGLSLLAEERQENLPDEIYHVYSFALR
p53null 32C tox: kills p53 null cells at the permissive temperature; H1299-neo p53 null cells, ATP luminescence, 24 h, 32C; 0.62% of 55,000 active; Potency, µM (top dose mostly 46.1 µM), for inactives: top-dose activity change, negative = cytotoxicity, most hits filed as cytotoxic;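 also: potency is read from the fitted curve at half-maximal effect; 0% = DMSO only and -100% = full killing by 100 µM tamoxifen; nearly all actives have a fitted effect of over 55% in size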
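H1299-neo (p53-null) cells, 600/well, were pre-incubated overnight at 37C, then exposed to compounds at up to 46 uM for 24 hr at 32C. Viability was measured as ATP content by luminescence, and AC50 values came from Hill fits.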
B2AR arrestin ag: beta-arrestin recruitment by human beta2-adrenergic receptor ligands. P07550. HTLA Tango cells, beta-arrestin recruitment, luciferase luminescence, 18 h. Potency, µM (top dose mostly 46.1 µM), without a hit: top-dose activation, usual class: activators. 44,000 tested, under 10 active. AID 1347077;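 also: potency is read from the fitted curve at half-maximal effect; 0% = DMSO and full agonism = EC100 isoproterenol or metaproterenol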
Target sequence (P07550 whole entry, looked up): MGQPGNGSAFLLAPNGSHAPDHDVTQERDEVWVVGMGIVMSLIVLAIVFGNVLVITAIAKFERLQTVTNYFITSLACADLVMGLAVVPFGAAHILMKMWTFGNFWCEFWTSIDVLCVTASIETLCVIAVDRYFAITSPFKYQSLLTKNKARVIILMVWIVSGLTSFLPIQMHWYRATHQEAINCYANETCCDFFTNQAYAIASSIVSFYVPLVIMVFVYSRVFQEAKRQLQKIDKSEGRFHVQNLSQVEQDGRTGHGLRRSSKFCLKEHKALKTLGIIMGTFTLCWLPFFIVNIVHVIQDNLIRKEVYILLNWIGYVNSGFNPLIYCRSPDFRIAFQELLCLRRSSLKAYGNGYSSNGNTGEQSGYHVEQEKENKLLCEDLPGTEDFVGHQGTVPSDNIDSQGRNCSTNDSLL
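Tango cells expressing recombinant beta2-AR and beta-arrestin were treated with compounds (up to 46 microM titration) in DMEM with 1% FBS for 18 hr at 37 degrees C. Beta-arrestin recruitment drove tTA-dependent luciferase, read by luminescence; curves were fitted and classed.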
TSG101-PTAP inh: TSG101-PTAP interaction inhibition, HIV-1 budding; Q99816; Fluorescence polarization, FITC-PTAP peptide/Tsg101, 20 min; Potency, µM (titrated, usually from 115 µM), without a hit: top-dose activity change, negative = inhibition, hits mostly inhibitors; 44,000 tested, under 10 active; AID 1347069; also: potency is read from the fitted curve at half-maximal effect; 0% is about no effect
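Steps: Tsg101 binding domain (10 uM final) in HEPES pH 7.5/NaCl/Tween 20/EDTA/TCEP; add compound; add FITC-PTAP peptide (50 nM final); incubate 20 min r.t.; read polarization.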
FH mod: Identification of activators of human fumarate hydratase by quantitative high-throughput screening | Fumarate hydratase, mitochondrial (Homo sapiens), P07954 | FH coupled MDH/diaphorase resazurin fluorescence, 15 min | Potency, µM (titrated, usually from 79.9 µM), inactives show at the highest dose activity change, negative = inhibition, most hits filed as inhibitors | 0.22% of 54,000 active; also: potency is read from the fitted curve at half-maximal effect; % is scaled to controls: 0 for no effect and ±100 for the full control effect; the screen sought activators but most active calls are inhibition curves; nearly all actives have a fitted effect of over 45% in size
p53null 39C tox: kills p53 null cells at the nonpermissive temperature. H1299 p53-null (neo) cells, 39C, ATPlite viability, 24 h. Potency, µM (series often up to 46.1 µM), inactives show top-dose activity, negative = cell killing, most hits filed as cytotoxic. 0.97% of 55,000 active. AID 904;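 also: potency is read from the fitted curve at half-maximal effect; 0% = DMSO only and -100% = full killing by 100 µM tamoxifen; nearly all actives have a fitted effect of over 50% in size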
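Cells seeded at 600/well, 37C overnight. Compound added (up to 46 uM), plates shifted to 39C for 24 hr. ATPlite added, luminescence read after 20 min at room temperature.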
An asterisk follows results filed as active; ? = inconclusive; . = no result given. Calls follow the shape of the dose curve; as a rule, active = well fitted curve in the direction sought with a large enough effect; inconclusive = small, poorly fitted or top-dose-only effect, or another doubt; inactive = no such curve, though single readings can be large; an effect the other way counts as inactive or inconclusive.

1. Cc1cccc(NC(=O)CN(C)S(=O)(=O)c2ccc3c(c2)c(=O)n(C)c(=O)n3C)c1
2. COc1ccccc1N1CCN(C2C(=O)c3ccccc3N2C(C)=O)CC1 (stereo not drawn)
3. COc1ccc(N2CCN(C(=O)Cn3nc(Cc4cccnc4)c4ccccc4c3=O)CC2)cc1
4. CCCCOC(=O)c1ccc(NC(=O)c2cc(=O)c3ccccc3o2)cc1
5. Cc1ccc(Cl)cc1NC(=O)Cn1ncc2c(C)n(Cc3ccccc3F)c(C)c2c1=O
6. CC1CCCCN1C(=O)CSc1n[nH]c(-c2ccccc2Cl)n1 (stereo not drawn)
7. COc1cc(C(=O)n2nc(-c3ccco3)nc2NCc2ccc(Cl)cc2)cc(OC)c1OC
8. CC1=C(C(=O)Nc2cc(C)ccc2C)C2(CCCCCC2)OC1=O
screen / no.,1,2,3,4,5,6,7,8
GALK inhibitor,-2%,1%,2%,-2%,-2%,-1%,3%,4%
NTMT1 inhibitor,-13%,-14%,-9%,?,?,11%,-1%,12%
p53null 32C tox,-3%,-4%,-2%,1%,-9%,-10%,-18%,8%
B2AR arrestin ag,1%,0%,-2%,-1%,-3%,-1%,-1%,-1%
TSG101-PTAP inh,0%,2%,-1%,-2%,-4%,3%,0%,-4%
FH mod,5%,2%,-7%,-13%,-2%,-1%,-2%,-5%
p53null 39C tox,-13%,3%,6%,-23%,-24%,-17%,-30%,-5%

9. COc1ccc(CN2C(=O)C(NC(=O)c3ccccc3C)(C(F)(F)F)N=C2c2ccccc2)cc1 (stereo not drawn)
10. COc1ccc(NC(=O)Cn2c(=O)oc3cc(S(=O)(=O)N4CCCCC4C)ccc32)cc1 (stereo not drawn)
11. CCn1c(=O)c2cc(C(=O)NCCc3ccc(OC)c(OC)c3)sc2c2ccccc21
12. CCCOc1ccc(C(=O)Nc2ccc3oc(-c4ccc5ccccc5c4)nc3c2)cc1
13. COc1cccc(CN(C(=O)COc2ccc(Cl)c(C)c2)C2CCS(=O)(=O)C2)c1 (stereo not drawn)
14. Cc1ccc(CNC(=O)C(=O)NCC(c2ccco2)S(=O)(=O)c2ccccc2)cc1 (stereo not drawn)
15. Cc1ccc(CCNc2nc3c(S(=O)(=O)c4ccc(C)cc4)nnn3c3ccsc23)cc1
16. Cc1nc(-c2ccccc2)sc1CCNC(=O)c1ccco1
screen / no.,9,10,11,12,13,14,15,16
GALK inhibitor,6%,0%,0%,1%,4%,-8%,5%,3%
NTMT1 inhibitor,2%,?,14%,8%,8%,-28%,-3%,?
p53null 32C tox,8%,11%,-7%,-1%,-1%,0%,-7%,?
B2AR arrestin ag,1%,1%,-2%,0%,0%,0%,-1%,0%
TSG101-PTAP inh,-10%,-2%,0%,2%,-2%,0%,-6%,-2%
FH mod,-12%,-1%,?,-13%,-9%,4%,-23%,-2%
p53null 39C tox,-25%,-4%,-24%,-1%,-21%,16%,-2%,3%

17. Cc1ccc2oc(C(=O)N(Cc3cccc(F)c3)C3CCS(=O)(=O)C3)c(C)c2c1 (stereo not drawn)
18. COc1cccc(C2CC(=O)N3CN(C4CCCCC4)CSC3=C2C#N)c1 (stereo not drawn)
19. CCOc1ccccc1CNC(=O)C1CCN(Cc2cc3ccccc3n2Cc2ccccc2)CC1
20. CCc1ccc(-n2c(=O)c3sc4ccccc4c3n(CC(=O)N(CC)Cc3ccccc3)c2=O)cc1
21. COc1ccc(Cl)cc1NC(=O)c1cc(S(=O)(=O)N2CCC(C)CC2)cn1C
22. Cc1ccc(-c2nc3scc(CCNS(=O)(=O)c4c(C)noc4C)n3n2)cc1
23. CNC(=O)Cn1cc(S(=O)(=O)Cc2ccccc2F)c2ccccc21
24. Cc1cc(C)cc(NC(=O)c2cc(S(=O)(=O)N3CCOCC3)cn2C)c1
screen / no.,17,18,19,20,21,22,23,24
GALK inhibitor,1%,0%,-6%,8%,3%,0%,-7%,-10%
NTMT1 inhibitor,-7%,11µM*,-2%,6%,-1%,-4%,9%,-3%
p53null 32C tox,12%,23%,4%,-3%,5%,5%,-9%,-5%
B2AR arrestin ag,9%,1%,-3%,-1%,0%,-2%,0%,1%
TSG101-PTAP inh,-1%,-2%,1%,0%,0%,-3%,-1%,-2%
FH mod,-6%,-23%,-11%,-13%,1%,-12%,2%,-21%
p53null 39C tox,7%,7%,10%,-13%,0%,28%,-4%,-15%

25. CCCOc1ccccc1Cn1c(=O)sc2ccccc21
26. CCOC(=O)C1CCCN(C(=O)Cn2ncc3c(C)n(Cc4ccccc4F)c(C)c3c2=O)C1 (stereo not drawn)
27. Cc1cc(C)c(NC(=O)C(C)n2nc(C)c3sc4ccccc4c3c2=O)c(C)c1 (stereo not drawn)
28. COCCNC(=O)c1ccc2nc(Cc3ccccc3)oc2c1
29. O=C(OCC1CCCO1)c1ccc2c(c1)N(Cc1cccc(Cl)c1)C(=O)c1ccccc1S2(=O)=O (stereo not drawn)
30. COc1cc(OC)c(NS(=O)(=O)c2ccc3oc(=O)c4ncn(C)c4c3c2)cc1Cl
31. CC(=O)Nc1c(C)nn(-c2ccccc2)c1N1CCC(C(=O)Nc2ccccc2F)CC1
32. COCCNC(=O)CSc1nc2cc3c(cc2c(=O)n1CCCC(=O)NCc1ccc(OC)cc1)OCO3
screen / no.,25,26,27,28,29,30,31,32
GALK inhibitor,?,0%,1%,-2%,0%,4%,-10%,1%
NTMT1 inhibitor,2%,-11%,11%,?,0%,.,-3%,1%
p53null 32C tox,5%,3%,-5%,-5%,3%,10%,0%,-8%
B2AR arrestin ag,1%,-3%,-2%,1%,2%,-1%,0%,-2%
TSG101-PTAP inh,-4%,-1%,-9%,-5%,1%,-4%,2%,4%
FH mod,-8%,0%,13%,10%,-20%,.,-2%,2%
p53null 39C tox,-7%,-16%,1%,-1%,0%,22%,-6%,7%

33. Cn1c(NCCCCO)nc2c1c(=O)n(Cc1ccc(Cl)cc1)c(=O)n2C
34. COc1ccc(NC(=O)Cc2csc(C)n2)cc1
35. CCOc1cccc2c1Oc1nc(-c3ccccc3)nc(SCC(=O)Nc3ccc(F)cc3)c1C2
36. CCOC(=O)c1c(NC(=O)c2ccccc2OCC)sc2c1CCC(CC)C2 (stereo not drawn)
37. COc1ccc(C2CC(=O)c3cc(-c4nc(-c5cccc(Cl)c5)cs4)c(=O)[nH]c3C2)cc1 (stereo not drawn)
38. COCCN1CCc2nc(SCC(=O)Nc3ccc(C)c(Cl)c3)[nH]c(=O)c2C1
39. Cc1ccsc1CN(C(=O)COc1ccccc1Cl)C1CCS(=O)(=O)C1 (stereo not drawn)
40. Cc1ccc(C)c(N2CCN(C(=O)CSCc3ccccc3Cl)CC2)c1
screen / no.,33,34,35,36,37,38,39,40
GALK inhibitor,3%,8%,-2%,1%,4%,-14%,0%,-1%
NTMT1 inhibitor,-4%,0%,16%,-1%,5%,12%,1%,-4%
p53null 32C tox,-4%,-9%,3%,-4%,1%,-1%,2%,11%
B2AR arrestin ag,1%,-1%,-2%,1%,0%,-3%,0%,1%
TSG101-PTAP inh,-1%,-1%,1%,-3%,5%,1%,1%,-8%
FH mod,7%,4%,5%,-10%,?,?,0%,-9%
p53null 39C tox,?,-6%,5%,26%,-24%,-18%,-22%,19%

An excerpt from above in order of SMILES length, smallest number first:
34. COc1ccc(NC(=O)Cc2csc(C)n2)cc1
28. COCCNC(=O)c1ccc2nc(Cc3ccccc3)oc2c1
4. CCCCOC(=O)c1ccc(NC(=O)c2cc(=O)c3ccccc3o2)cc1
33. Cn1c(NCCCCO)nc2c1c(=O)n(Cc1ccc(Cl)cc1)c(=O)n2C
9. COc1ccc(CN2C(=O)C(NC(=O)c3ccccc3C)(C(F)(F)F)N=C2c2ccccc2)cc1 (stereo not drawn)
screen / no.,34,28,4,33,9
GALK inhibitor,8%,-2%,-2%,3%,6%
NTMT1 inhibitor,0%,?,?,-4%,2%
p53null 32C tox,-9%,-5%,1%,-4%,8%
B2AR arrestin ag,-1%,1%,-1%,1%,1%
TSG101-PTAP inh,-1%,-5%,-2%,-1%,-10%
FH mod,4%,10%,-13%,7%,-12%
p53null 39C tox,-6%,-1%,-23%,?,-25%

The results go on:
41. CCCCS(=O)(=O)c1oc(-c2ccc(F)cc2)nc1S(=O)(=O)c1ccc(C)cc1
42. Cc1ccccc1C(=O)n1nc(-c2cccnc2)nc1NCc1ccc(F)cc1
43. Cc1oc(C)c2c(=O)cc(-c3ccc4c(c3)OCO4)cc(OC(=O)c3ccc(Cl)cc3)c12
44. CCc1ccccc1NC(=O)CN1C(=O)COc2ccc(S(=O)(=O)N3CCCCCC3)cc21
45. CCOc1ccccc1CNC(=O)CCCN1C(=O)COc2ccc(C)cc21
46. Cc1cc(F)ccc1Nc1nc2ccc(Cl)cc2n2cnnc12
47. Cc1cc(C)cc(-n2c(SCC(N)=O)nc3c(oc4ccccc43)c2=O)c1
48. COc1ccc(N2CCN(C(c3ccc(F)cc3)c3sc4nc(-c5ccco5)nn4c3O)CC2)cc1 (stereo not drawn)
screen / no.,41,42,43,44,45,46,47,48
GALK inhibitor,-7%,2%,1%,8%,0%,-10%,1%,-2%
NTMT1 inhibitor,?,-4%,-9%,8%,7%,15%,-4%,-5%
p53null 32C tox,16µM*,17%,0%,-1%,2%,0%,8%,1%
B2AR arrestin ag,0%,0%,0%,-1%,-3%,-3%,0%,-2%
TSG101-PTAP inh,-1%,-6%,-2%,-1%,-6%,1%,-9%,-2%
FH mod,-14%,-14%,-9%,3%,-7%,4%,-9%,-19%
p53null 39C tox,?,12%,16%,-13%,7%,-8%,-12%,9%

49. Cc1cccc(-n2ncc(C(=O)N3CCOCC3)c2C2CCN(C(=O)OC(C)(C)C)CC2)c1
50. CCN(c1cccc(C)c1)c1ncnc2c1cnn2-c1cccc(Cl)c1
51. Cc1noc(-c2ccc(-c3noc(-c4ccccc4)n3)cc2)n1
52. Cc1cccc(N2CCN(C(=O)C3CCN(S(=O)(=O)c4cn(C)cn4)CC3)CC2)c1C
53. CCC(=O)N1CCc2cc(Br)cc(S(=O)(=O)N3CCC(C(=O)NC(C)(C)C)CC3)c21
54. Cc1cccc(NC(=O)CSc2nncn2C)c1
55. COc1ccc(-c2ccc(=O)n(CC(=O)Nc3ccc(Br)cc3F)n2)cc1
screen / no.,49,50,51,52,53,54,55
GALK inhibitor,0%,3%,2%,-4%,0%,-1%,1%
NTMT1 inhibitor,4%,0%,-5%,-7%,-7%,12%,-5%
p53null 32C tox,-3%,-5%,5%,8%,6%,6%,4%
B2AR arrestin ag,0%,-1%,-1%,1%,0%,0%,-1%
TSG101-PTAP inh,-3%,-3%,1%,-13%,-1%,-6%,0%
FH mod,0%,-10%,-2%,-1%,-3%,4%,-1%
p53null 39C tox,-20%,9%,14%,-5%,-24%,-29%,6%

Source: PubChem (National Center for Advancing Translational Sciences (NCATS))

The list is partial; the hit share may differ from the screen's.
